LYP inhibition: inhibitors of LYP phosphatase, biochemical, fluorescence intensity, uHTS (AID 1779); recombinant LYP phosphatase, fluorescence intensity; higher % means a stronger effect; inhibition, % at 11.5 µM; hits with a dose series show IC50 in µM; 0.054% of 290,000 active; in the data active = inhibition above about 50%;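 also: plate controls were vehicle with enzyme for no effect and no enzyme for full effect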
Active calls of the source: *.

SMILES	LYP inhibition
CCCCNC(=S)N(CCCO)Cc1cc2cc3c(cc2[nH]c1=O)OCCO3	-9%
CC(=O)c1ccc(OCc2cc(C(=O)NC(C)c3cnn(C)c3)no2)cc1 (configuration not stated)	-6%
Cn1cccc1/C=N/NC(=O)CNc1ccc2ccccc2c1	-1%
COc1cccc2cc(C(=O)NCc3ccccc3Cl)c(=O)oc12	-9%
COc1cccc(NC(=O)Cn2c3ccc(OC)cc3c3nc4n(c(=O)c32)CCS4)c1	-4%
COc1ccc2nc(C)cc(NCc3cccc(C(F)(F)F)c3)c2c1	-6%
O=C(NCCc1ccccc1)C1CC(=O)N(CCc2ccccc2)C1 (configuration not stated)	-4%
Cc1cc(Br)ccc1NC(=S)NCCc1ccccc1	-7%
Cc1cccc(CN2CCC(Oc3ccc(C(=O)N4CCCCC4)cc3)CC2)c1	-8%
Cc1cc[n+](-c2[nH]c(=O)sc2/C=N/N=C(\[O-])c2ccncc2)cc1	11%
COC(=O)[C@H]1[C@H]2C[C@H]3c4[nH]c5ccccc5c4CCN3C[C@H]2CC[C@@H]1O	-11%
CC(C)(C)OC(=O)N1CCC(c2c(C(=O)NCC3CCN(C4CCCC4)C3)cnn2-c2ccccc2Cl)CC1 (configuration not stated)	-11%
CC(C)c1ccc(S(=O)(=O)N2CCN(CC(=O)c3ccc(O)c(O)c3)CC2)cc1	-6%
O=C(CN(C(=O)CCC(=O)Nc1nccs1)c1ccccc1F)NCc1ccc(F)cc1	-13%
CCOC(=O)Cn1c(=O)n(Cc2ccc(OC)cc2)c(=O)c2cccnc21	-6%
Cn1c(=O)c2sccc2n(Cc2ccccc2)c1=O	-8%
Cc1ccc(Cn2nnc3c(=O)[nH]c(C4CCCN(S(=O)(=O)c5ccccc5F)C4)nc32)cc1 (configuration not stated)	4%
O=C(c1cccs1)N(Cc1cc2ccccc2[nH]c1=O)CC1CCCO1 (configuration not stated)	-7%
Cc1cc(C)cc(NS(=O)(=O)c2csc(C(N)=O)c2)c1	-5%
Cc1cccc(NC(=O)CCN2CCCC(C)C2)c1 (configuration not stated)	6%
CCOc1ccc(CN(C)C(=O)c2ccc(NC(=O)CC3SC(N4CCCC4)=NC3=O)cc2)cc1 (configuration not stated)	-5%
NC(=O)c1cc(Cl)ccc1OCC(=O)N1CCCc2ccccc21	-4%
Cc1ccccc1NC(=O)Cn1cc(C(=O)C2CC2)c2ccccc21	-6%
O=C(NCc1ccccc1F)C1CCCN(C(=O)Nc2ccc(F)cc2)C1 (configuration not stated)	-9%
Cc1csc(=O)n1CCC(=O)OCC(=O)N(CC(C)C)c1c(N)n(Cc2ccccc2)c(=O)[nH]c1=O	-10%
More compounds.
SMILES	LYP inhibition
O=C(O)CC(c1ccc(Cl)cc1)N1Cc2ccccc2C1=O (configuration not stated)	-5%
COc1ccc([N+](=O)[O-])cc1-c1nc2ccccc2nc1-c1ccccc1	-12%
CCOc1ccc2nc(SCC(=O)NC3CC3)sc2c1	-9%
COc1ccc(/C=C2/C(=O)N(c3ccccc3)N=C2C)cc1OC	-3%
Cc1cc(C)c(OCCn2ccnc2)c(C)c1	-8%
Cc1cccc(N(C)S(=O)(=O)c2ccc(-c3cc(C)no3)s2)c1	-7%
CC(=O)N1c2ccc(S(=O)(=O)N3CCC(C(=O)N4CCN(c5cccc(C(F)(F)F)c5)CC4)CC3)cc2CC1C (configuration not stated)	-2%
O=C(CCCN1C(=O)C2CC=CCC2C1=O)Nc1cccc(F)c1 (configuration not stated)	-5%
O=C(Nc1ccc(Cl)cn1)c1cccc(S(=O)(=O)N2CCCCC2)c1	-6%
CCC(C)Nc1nc(-c2c[nH]c3ccccc23)cs1 (configuration not stated)	-2%
CC(=O)NCC(=O)NC1CCCc2c1cnn2-c1ccccc1F (configuration not stated)	-7%
COc1cc(/C=N/NC(=O)c2cccc3ccccc23)cc(OC)c1OC	5%
COc1cc(S(=O)(=O)N2CC(=O)Nc3ccccc32)ccc1NC(C)=O	-8%
CCn1c(=O)c(C(=O)NCc2ccc(Cl)cc2)c(O)c2ccccc21	0%
COc1cc(NC(=O)C2CCN(S(=O)(=O)c3ccc4c(c3)CC(C)N4C(C)=O)CC2)cc(OC)c1OC (configuration not stated)	-8%
CCOc1ccccc1CNS(=O)(=O)c1cc(-c2cc(C)no2)ccc1C	-8%
N#Cc1ccc(S(=O)(=O)N2CCC(N3CCCCC3)CC2)cc1	-5%
COCCCN(C(=O)c1ccccc1)c1nc(-c2ccc(OC)cc2)cs1	-1%
COCc1c(C(=O)N/N=C\c2cccs2)nnn1-c1nonc1N	-9%
O=C(CN(c1cc(Cl)ccc1Cl)S(=O)(=O)c1ccccc1)N1CCOCC1	-7%
COc1ccc(CN(C)CC(O)COc2ccc(C(=O)c3ccccc3)cc2)c(OC)c1OC (configuration not stated)	-6%
CCC(=O)c1cn(CC(=O)Nc2cccc(OC)c2)c2ccccc12	-4%
Cc1ccc(CSCCNS(=O)(=O)c2ccc([N+](=O)[O-])cc2)cc1	-10%
COC(=O)c1ccc(CN2CCCC(C(=O)Nc3cccc(-n4cnnn4)c3)C2)cc1 (configuration not stated)	-4%
CC(C)(C)[C@@H]1CCC(=O)N(CC[C@H](Sc2ccccc2)c2ccccc2)CC1	-6%
Continued:
SMILES	LYP inhibition
COc1cccc(NC(=O)CSc2nc3ccccc3c(=O)n2CCCC(=O)NCC2CCCO2)c1 (configuration not stated)	-8%
CC1(C)C2CCC1(CS(=O)(=O)NCc1ccc(S(N)(=O)=O)cc1)C(=O)C2 (configuration not stated)	-5%
CN1C(=O)C(C)(C)c2cc(S(=O)(=O)NCC3CCC(C(=O)NCc4ccc(F)cc4)CC3)ccc21 (configuration not stated)	-6%
COc1ccc(CCN2C(=O)NC(NS(=O)(=O)c3ccccc3)(C(F)(F)F)C2=O)cc1OC (configuration not stated)	-4%
Cc1ccc(C(=O)NC(=S)N(C)C2CCCCC2)cc1Br	-8%
Cc1nc2sc3c(=O)[nH]nnc3c2c(C)c1Br	-5%
Cc1cc2occ(CC(=O)NNC(=O)c3ccccc3)c2cc1C	-9%
NC(=O)c1nsc(C(=O)N(c2ccc3c(c2)OCCO3)C(C(=O)NCC2CCCO2)c2ccc(F)cc2)c1N (configuration not stated)	0%
CCN(CC)CCn1c2ccccc2c2nc3ccccc3nc21	4%
CN1CCN(S(=O)(=O)c2ccc(Cl)c3ccccc23)CC1	-5%
COC(=O)c1ccc(CN2CCCC(C(=O)c3cc(F)ccc3OC)C2)cc1 (configuration not stated)	-9%
Cc1cccc(NC(=O)NCc2cccnc2)c1C	-8%
COc1ccc(N(CC(=O)NCc2ccccc2C)S(=O)(=O)c2ccc(C)cc2)cc1OC	-3%
CC(C)c1ccc(S(=O)(=O)N2CCN(C(=O)c3cc([N+](=O)[O-])ccc3N3CCOCC3)CC2)cc1	-3%
Cc1cccc(OCc2nn[nH]n2)c1C	-7%
Cc1ccc(NC(=O)C2CCN(S(=O)(=O)c3cccs3)CC2)c(O)c1	-10%
CCCCc1cc(-c2n[nH]c(=S)o2)c2ccccc2n1	-11%
CCCn1nc(C(=O)NNC(=O)CCCOc2ccc(C)cc2)c2ccccc2c1=O	-10%
CCc1ncc(CN2CCCCC2C(=O)Nc2ccc(Oc3ccccc3)nc2)cn1 (configuration not stated)	-8%
Nc1nnc(SCC(=O)Nc2nccs2)s1	-2%
CC(NC(=O)[C@H](C)NC(=O)[C@@H]1CSC2c3ccccc3C(=O)N21)c1ccccc1 (some centres not stated)	-12%
CC(=O)N1c2ccc(S(=O)(=O)N3CCC(C(=O)Nc4cccc(C(F)(F)F)c4)CC3)cc2CC1C (configuration not stated)	-6%
Cc1ccc(NS(=O)(=O)c2ccc3c(c2)oc(=O)n3C)cc1C	-4%
COc1ccc(S(=O)(=O)N2CCN(CCc3ccccc3)CC2)c(OC)c1	-8%
Cc1cccc(/C=C2/Sc3ccc(C(=O)NCCN4CCCC4)cc3NC2=O)c1	-6%
New compounds follow:
SMILES	LYP inhibition
CCOC(=O)C1CCCN(C(=O)Cn2ncc3c([nH]c4ccccc43)c2=O)C1 (configuration not stated)	-10%
CC(=O)c1ccc(NC(=O)c2ccc([N+](=O)[O-])o2)cc1	-11%
Cc1cc(OC(=O)c2ccc(Cl)cc2Cl)c([N+](=O)[O-])c(=O)[nH]1	-2%
O=C(O)c1ccccc1C(=O)NCc1ccc2c(c1)OCO2	-10%
CCOC(CCNC(=O)c1cc(-c2cccs2)nc2ccccc12)OCC	-10%
COc1ccc(/C=C(\C#N)C(=O)c2cccn2C)cc1	2%
Cn1cc(C(=O)N2CCCCC2)c(=O)c2cc(S(=O)(=O)N3CCCC3)ccc21	-11%
COc1ccc(C(=O)c2sc(Nc3ccccc3)nc2C)cc1	-3%
COc1ccc(OC)c(NC(=O)NCCc2c[nH]c3ccccc23)c1	0%
CCN(CC)CCNC(=O)c1ccc(NC(=O)c2ccc(COc3ccccc3)cc2)cc1	-9%
O=C(Nc1ccc2ccccc2n1)Nc1ccccc1F	-10%
Cc1ccccc1NC(=S)NC(=O)COc1ccccc1C	-4%
O=C(COc1ccccc1)N1CCN(C(=O)c2ccccc2F)CC1	-6%
O=C(NC1CCCCC1)c1ccc(OC2CCN(Cc3ccccn3)CC2)cc1	-9%
Cc1cccn2c(=O)c3cc(C(=O)NC4CCCC4)n(C)c3nc12	-10%
Cc1ccc2nc(-c3cccc(S(=O)(=O)N4CC(C)OC(C)C4)c3)cn2c1 (configuration not stated)	-8%
COc1cccc(CN(C)C(=O)/C=C/c2ccc(S(=O)(=O)N3CCCCCC3)cc2)c1	3%
COc1ccc(NC(=S)N(C(C)C)C2CCN(C(C)C)CC2)cc1Cl	-5%
CNc1ccccc1C(C)(C)c1cn(-c2ccc([N+](=O)[O-])cc2)nn1	-6%
O=C(Nc1ccc(NC(=O)c2cccs2)cc1)c1ccc2ccccc2c1	-9%
CCOC(=O)c1ccc(NC(=O)CCS(=O)(=O)Cc2ccccc2)cc1	-16%
Cc1cccc(CCNC(=O)Cn2ncc3c([nH]c4ccccc43)c2=O)c1	-6%
CC(=O)N1c2ccc(S(=O)(=O)NCCC(=O)NC3CCC(C)CC3)cc2CC1C (configuration not stated)	-16%
COC(=O)[C@H](C)NC(=O)N1CCC(Cc2ccccc2)CC1	-9%
O=C(CN1C(=O)S/C(=C\c2ccccc2F)C1=O)NCCCn1ccnc1	-10%

6 entries already listed, arranged by count of non-hydrogen atoms, highest first:
SMILES	LYP inhibition
CCOC(=O)C1CCCN(C(=O)Cn2ncc3c([nH]c4ccccc43)c2=O)C1 (configuration not stated)	-10%
O=C(NCc1ccccc1F)C1CCCN(C(=O)Nc2ccc(F)cc2)C1 (configuration not stated)	-9%
CCOC(=O)c1ccc(NC(=O)CCS(=O)(=O)Cc2ccccc2)cc1	-16%
O=C(NCCc1ccccc1)C1CC(=O)N(CCc2ccccc2)C1 (configuration not stated)	-4%
Cc1cc2occ(CC(=O)NNC(=O)c3ccccc3)c2cc1C	-9%
Cc1cc(OC(=O)c2ccc(Cl)cc2Cl)c([N+](=O)[O-])c(=O)[nH]1	-2%

3 entries picked at random from the list so far, as already listed:
SMILES	LYP inhibition
CC(=O)N1c2ccc(S(=O)(=O)NCCC(=O)NC3CCC(C)CC3)cc2CC1C (configuration not stated)	-16%
O=C(COc1ccccc1)N1CCN(C(=O)c2ccccc2F)CC1	-6%
O=C(Nc1ccc(NC(=O)c2cccs2)cc1)c1ccc2ccccc2c1	-9%

Back to the main list with the two entries that preceded the break.
SMILES	LYP inhibition
COC(=O)[C@H](C)NC(=O)N1CCC(Cc2ccccc2)CC1	-9%
O=C(CN1C(=O)S/C(=C\c2ccccc2F)C1=O)NCCCn1ccnc1	-10%
O=C(O)c1nn(CCOc2c(Cl)cccc2Cl)c(=O)c2ccccc12	-9%
O=C1CSC(=S)N1/N=C/c1cccc(C(F)(F)F)c1	-1%
O=S(=O)(NC1CCCCC1N1CCC(O)CC1)c1ccc(Cl)cc1 (configuration not stated)	-5%
COc1cccc(/C=N/Nc2ccc([N+](=O)[O-])cc2)c1O	-2%
Cc1cccc(-c2nc(CS(=O)CC(=O)NC3CCCCC3)c(C)o2)c1 (configuration not stated)	-9%
CCn1c(SCC(=O)OC)nnc1-c1c[nH]c2ccccc12	-11%
COc1ccc(C(=O)Nc2ccc3ccccc3c2)cc1OC	-9%
O=C(Nc1nnc(SCC(=O)N2CCOCC2)s1)C1CC(=O)N(c2ccccc2)C1 (configuration not stated)	-6%
CC1Cc2ccccc2N1C(=O)CN1CCCCC1 (configuration not stated)	-10%
O=C(CCCC(=O)N1CCCC1)N1CCCC1	-12%
O=C(Nc1cccnc1)c1ccc2ccccc2c1O	-11%
Cc1ccc(NC(=S)NC(=O)C2CC2)c(C)c1	-6%
Cc1cc(NS(=O)(=O)c2ccc(NC(=O)COc3ccccc3C(C)(C)C)cc2)no1	-4%
Nc1ccccc1C(=O)N1CCC(O)(c2ccc(Cl)cc2)CC1	-8%
COc1cc(C(=O)N/N=C(\C)c2ccc(NC(=O)Cc3ccccc3)cc2)ccc1O	-5%
COc1ccc(N2CCN(C3CCCN(Cc4cccc(C)c4)C3)CC2)cc1 (configuration not stated)	-9%
COCCOC1CCN(C(=O)C2CCC(=O)N(CCc3ccccc3)C2)CC1 (configuration not stated)	-7%
CC1CCCN(CC(O)COc2ccc(-c3ccccc3)cc2)C1 (configuration not stated)	-10%
COc1cccc(CNC(=O)CCC2CCCN(C(=O)c3cccnc3SC)C2)c1 (configuration not stated)	0%
CCOc1ccc(S(=O)(=O)N2CCC(C(=O)NCc3cccnc3)CC2)cc1	-6%
CCOC(=O)C1CCN(C(=O)CCNC(=O)c2ccccc2OC)CC1	-9%
Cc1ccc(Cl)cc1N1CCN(C(=O)c2ccc3c(c2)CCN3S(C)(=O)=O)CC1	-7%
O=C(NCCc1nnc2ccc(NCCCN3CCOCC3)nn12)c1ccccc1	-10%
CCOC(=O)/C(C#N)=C/c1c(N2CCN(c3ccc(OC)cc3)CC2)nc2c(C)cccn2c1=O	0%

By substructure, the entries above containing a furan ring, fused or not
SMILES	LYP inhibition
Cc1cc2occ(CC(=O)NNC(=O)c3ccccc3)c2cc1C	-9%
CC(=O)c1ccc(NC(=O)c2ccc([N+](=O)[O-])o2)cc1	-11%

Screening results from PubChem.

Some of the compounds tested; count on the stated rates, not on these rows.
